Screening data deposited in PubChem BioAssay by several laboratories.
TRPC4 PAM – allosterically enhances the mouse TRPC4 cation channel. HEK293 TRPC4beta/mu-opioid, DAMGO EC20, Fluo-4 Ca2+ flux; active compounds read high. actives 0.42% (n = 310,000). AID 2227. B-score at 10 µM. Q9QUQ5;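 active = B-score of calcium response area above 5 SD of library B-scores, with initial fluorescence ratio within 5 SD of library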;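 also: B-score of integrated fluorescence ratio over time as area under calcium response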
MrgX1 antagonist – antagonists of human MrgX1 receptor; MRGX1-HEK293 calcium flux, Fluo-4, BAM8-22 antagonism; active compounds read low; B-score at 10 µM; actives 1.3% (n = 310,000);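 active = calcium-response B-score plate-corrected more than 3 library SD below zero, starting fluorescence within 5 deviations, no agonist response on first addition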;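 also: peak minus trough fluorescence over baseline after final BAM8-22 challenge near maximal dose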
MrgX1 agonist – agonists of human MrgX1 receptor; Q96LB2; MrgX1-HEK293 cells, Fluo-4 calcium fluorescence, agonist mode; active compounds read high; B-score at 10 µM; actives 0.44% (n = 310,000);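 active = calcium response B-score plate-corrected fluorescence ratio at least 3 library SD, with starting fluorescence B-score inside 5 SD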
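Material: HEK293 cells stably expressing human MrgX1 receptor | Quantity: 15,000 cells per well | Times: Cells plated overnight, dye loaded 0.5 h 37 °C, 0.5 h room temperature | Measured by: Kinetic Fluo-4 NW fluorescence of intracellular calcium | Control set: Positive and negative controls per plate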
MrgX1 allo act – human MrgX1 positive allosteric modulation, primary screen | MrgX1-HEK293, Fluo-4 calcium flux, FDSS; active compounds read high | B-score at 10 µM | actives 0.63% (n = 310,000) | Q96LB2 | AID 588675;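 active = plate-corrected calcium response at least 3 library SD above typical, normal starting fluorescence, not activating the receptor alone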;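 also: compound read alongside a low EC10 to EC30 dose of BAM8-22 agonist; peak minus trough fluorescence over baseline measured at the second addition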
PolyA inh – yeast polyadenylation inhibition. actives 0.02% (n = 300,000). S. cerevisiae SKY197-pL101 polyadenylation reporter, beta-gal luminescence; efflux-impaired pdr1/pdr3 knockout yeast; score 100 = 6 SD above DMSO. calls only at 12 µM;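 active = lowest replicate activity score at least 50, where 100 means six control SD above control mean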;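 also: yeast exposed to compound for 9 h at 30 °C; higher score means more reporter readthrough which indicates perturbed polyadenylation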
TRPC4 block – TRPC4 (mouse) channel inhibition | Q9QUQ5 | HEK293 TRPC4beta/mu-opioid, DAMGO-evoked Fluo4 calcium flux; active compounds read low | B-score at 10 µM | actives 0.39% (n = 300,000);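 active = B-score over 3 SD under the library average, no early fluorescence shift, positive overall ratio signal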
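Material: HEK293 cells with stable TRPC4beta plus mu-opioid receptor expression / Probe or stimulus: DAMGO in two steps, submaximal then maximal / Compound: single concentration per test compound / Technique: kinetic Fluo4 fluorescence imaging of calcium influx / Read-out: per-well B score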
TRPC6 inh – mouse TRPC6 channel inhibition; HEK293-TRPC6, membrane potential dye, ACh-evoked depolarization; active compounds read low; B-score at 10 µM; actives 1.1% (n = 310,000); AID 2553;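 active = B-score under library mean minus 3 SD, initial fluorescence not abnormally high, positive integrated signal ratio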;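 also: B-score derived from integrated fluorescence ratio over the kinetic read; more negative B-score means stronger inhibition of depolarization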
Target sequence (Q61143 whole entry, looked up): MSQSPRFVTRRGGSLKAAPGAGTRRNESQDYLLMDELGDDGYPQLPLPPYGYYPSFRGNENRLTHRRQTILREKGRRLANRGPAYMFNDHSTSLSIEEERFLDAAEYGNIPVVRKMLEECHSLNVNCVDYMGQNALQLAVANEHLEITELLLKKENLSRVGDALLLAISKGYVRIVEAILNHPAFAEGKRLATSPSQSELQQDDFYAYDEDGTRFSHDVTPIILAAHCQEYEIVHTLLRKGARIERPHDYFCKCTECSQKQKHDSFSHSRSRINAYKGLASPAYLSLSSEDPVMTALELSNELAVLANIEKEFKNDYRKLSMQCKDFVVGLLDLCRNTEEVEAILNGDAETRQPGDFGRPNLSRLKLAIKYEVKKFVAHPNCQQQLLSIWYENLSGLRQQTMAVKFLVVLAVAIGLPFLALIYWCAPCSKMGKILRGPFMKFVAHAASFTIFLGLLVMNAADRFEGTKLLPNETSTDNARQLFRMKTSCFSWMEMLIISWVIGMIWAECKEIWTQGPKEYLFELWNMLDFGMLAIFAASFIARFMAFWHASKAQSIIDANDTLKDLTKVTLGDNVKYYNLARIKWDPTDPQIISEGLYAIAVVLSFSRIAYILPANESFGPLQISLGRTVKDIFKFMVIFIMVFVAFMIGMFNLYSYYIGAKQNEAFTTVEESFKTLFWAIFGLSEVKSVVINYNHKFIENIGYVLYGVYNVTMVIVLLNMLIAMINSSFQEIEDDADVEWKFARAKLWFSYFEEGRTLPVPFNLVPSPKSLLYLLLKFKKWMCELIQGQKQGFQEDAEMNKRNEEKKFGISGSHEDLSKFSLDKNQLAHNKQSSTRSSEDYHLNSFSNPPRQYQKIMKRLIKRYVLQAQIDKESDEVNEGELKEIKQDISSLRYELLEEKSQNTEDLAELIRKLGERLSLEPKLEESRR
TRPC4 act – activators of mouse TRPC4 channel; B-score at 10 µM; actives 0.49% (n = 310,000); HEK293 TRPC4beta/mu-opioid, Fluo4 calcium fluorescence; active compounds read high; Q9QUQ5;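 active = B-score above 5 SD of library B-scores, and initial fluorescence ratio not above library mean plus 5 SD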;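 also: positive B-score marks a calcium rise read as TRPC4 activation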
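System: HEK293 cells stably co-expressing mouse TRPC4beta and mu-opioid receptor; Schedule: Fluo4 dye loading 45 min at room temperature, 110 s recording; Detection: Fluo4 fluorescence, kinetic; Evaluation: B-scored integrated calcium fluorescence ratio; Controls: buffer (low) and maximal DAMGO (high).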
HIF activator – HIF pathway transcriptional activation | activation, % at 7.5 µM (by protocol) | U2OS HRE-luciferase reporter, luminescence; normalized: DMSO 0%, desferrioxamine 100% | actives 0.32% (n = 300,000);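 active = mean activation of at least 10% of the iron chelator positive control signal, with at least half of replicates also reaching 10%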
TRPC6 activator – activators of mouse TRPC6 channel; Q61143; HEK293-TRPC6 membrane potential dye fluorescence; active compounds read high; B-score at 10 µM; actives 0.13% (n = 310,000); AID 2550;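 active = B-score of the integrated fluorescence ratio above library mean plus 3 SD, and starting fluorescence ratio within library mean plus 5 SD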;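 also: higher score means more depolarization so channel activation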
AI-2 QS modul – modulates the Vibrio harveyi AI-2 quorum sensing system; actives 0.4% (n = 300,000); activity change, % at 7.5 µM; AID 2094; Vibrio harveyi JMH597 AI-2 luminescence/OD600 ratio, 9 h; active compounds read low; strain lacks LuxN and CqsS sensors; 0 = neutral-control median; in the data active = activity change below about -75%, passing the limit was not always enough;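 also: luminescence divided by OD600 gain over 9 h not by final OD600 alone; inactives centre near 13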
Active calls of the source: *; i = inactive; . = no result given. Only part of the results is shown. The share of hits here may be higher or lower than overall.

Below each SMILES: TRPC4 PAM	MrgX1 antagonist	MrgX1 agonist	MrgX1 allo act	PolyA inh	TRPC4 block	TRPC6 inh	TRPC4 act	HIF activator	TRPC6 activator	AI-2 QS modul
> CN1C(=O)C(C)(C)c2cc(S(=O)(=O)N3CCN(c4ccccc4)CC3)ccc21
→ i	i	i	i	i	i	i	i	-0.1	i	22.3
> CC(=O)c1sc(NC(=O)CCS(=O)(=O)c2ccccc2)nc1C
→ i	i	i	i	i	i	i	i	0.6	i	20.9
> COC(=O)c1[nH]nc(C(=O)OC(C)(C)C)c1-c1ccccc1
→ i	i	i	i	i	i	i	i	0.3	i	22.3
> COc1cccc(C(=O)/C=C/Nc2ccc(S(=O)(=O)Nc3ccc(C(C)=O)cc3)cc2)c1
→ i	i	i	i	i	i	i	i	0.4	i	5.8
> Cc1ccc(SC[C@H](C)CN2CC[C@H](NC(=O)OCc3ccccc3)CCC2=O)cc1
→ i	i	i	i	i	i	i	i	0.1	i	-6.6
> CC(=O)N(/N=C1\Sc2ccccc2C1=O)c1ccccc1C
→ i	i	i	i	.	i	i	i	2.6	i	12.6
> CC(C)NCC(O)c1cc(O)cc(O)c1 (stereo unspecified)
→ i	i	i	i	i	i	i	i	0.1	i	7.9
> Cc1ccc2nc3c(cc(C(=O)NCCc4ccccc4)c(=N)n3CC3CCCO3)c(=O)n2c1 (stereo unspecified)
→ i	i	i	i	i	i	i	i	-0.2	i	13.3
> COc1ccc(S(=O)(=O)NCc2ccccn2)cc1NC(=O)c1ccc(C)cc1
→ i	i	i	i	i	i	i	i	2.7	i	9.2
> CCC1=NN2C(=N)/C(=C/c3cc(C)n(-c4ccccc4)c3C)C(=O)N=C2S1
→ i	i	i	i	i	i	i	i	-0.3	i	7.4
> Cc1ccccc1CS(=O)(=O)c1ncc(Cl)c(C(=O)Nc2ccc(F)cc2)n1
→ i	i	i	i	i	i	i	i	-3.2	i	-18.2
> Cc1ccc(C2=NN=C(NC(=O)CSc3nncn3C)SC2)cc1
→ i	i	i	i	i	i	i	i	0.9	i	4.8
> CN1C(=O)S/C(=C\c2ccccc2OCc2ccc(C(=O)O)cc2)C1=O
→ i	i	i	i	i	i	i	i	0.0	i	54.7
> O=C(CC(C(=O)N1CCc2ccccc21)n1ccnc1)N1CCc2ccccc2C1 (stereo unspecified)
→ i	i	i	i	i	i	i	i	-0.3	i	5.6
> N#Cc1c(NC2CCCCC2)nc(-c2ccco2)c2c1CCCC2
→ i	i	i	i	i	i	i	i	0.1	i	22.7
> Cc1cccc(NC(=O)/C(C#N)=C\c2cccnc2)c1
→ i	i	i	i	i	i	i	i	-0.4	i	22.7
> NC(=O)CCN1CCN(CCOC2Cc3cc(Cl)ccc3Sc3ccccc32)CC1 (stereo unspecified)
→ i	i	i	i	i	i	i	i	-1.0	i	12.6
> Cc1c(Cl)cccc1NC(=S)N/N=C/c1ccccc1Cl
→ i	i	i	i	i	i	i	i	40.7*	i	-5.4
> CC1CCN(c2nc3nonc3nc2N2CCC(C)CC2)CC1
→ i	i	i	i	i	i	i	i	-0.1	i	13.0
> N#Cc1nc(-c2ccc(Cl)cc2)oc1NCc1cccc2c1OCO2
→ i	i	i	i	i	.	i	i	-0.1	i	9.6
> COc1ccc(C2/C=C\CN(C(=O)Oc3ccccc3)CC(=O)N2Cc2ccc(F)cc2)cc1 (stereo unspecified)
→ i	.	.	.	i	i	i	i	0.3	i	-5.9
> Cc1ccc(C(=O)c2cc([N+](=O)[O-])ccc2N2CCCCC2)cc1C
→ i	i	i	i	i	i	i	i	-0.4	i	22.4
> O=C(CCNS(=O)(=O)c1cccc2nonc12)Nc1ccc(Cl)cc1
→ i	i	i	i	i	i	i	i	-0.6	i	19.6
> CCNC(=S)N1CCC(Cc2ccccc2)CC1
→ i	i	i	i	i	i	i	i	0.4	i	13.3
> Nc1nc(N)nc(-c2cc(Cl)ccc2Cl)n1
→ i	i	i	i	i	i	i	i	-0.1	i	45.2
> CC(=O)N1CCC(=O)Nc2ccc([N+](=O)[O-])cc21
→ i	i	i	i	i	i	i	i	0.2	i	14.0
> Cc1ccc(NC(=O)/C=C/c2ccc3c(c2)OCO3)nc1
→ i	i	i	i	i	i	i	i	3.1	i	10.2
> COCCOC(=O)c1[nH]c2c(c1C)C(=O)C(C(=O)OC)C(C)C2 (stereo unspecified)
→ i	i	i	i	i	i	i	i	3.1	i	24.9
> COc1ccccc1N(CC(=O)N1CCCCC1)S(=O)(=O)c1ccccc1
→ i	i	50*	i	i	i	i	56*	-0.4	i	11.3
> COc1ccc(NC(=O)COC(=O)c2ccc(OCc3c(C)noc3C)cc2)cc1OC
→ i	i	i	i	i	i	i	i	-0.7	i	28.2
> O=C(NCc1ccc2c(c1)OCO2)C1CCN(S(=O)(=O)c2ccc(Br)s2)CC1
→ i	i	i	i	i	i	i	i	-0.2	i	22.4
> O=[N+]([O-])c1ccc2nc(-c3cccnc3)[nH]c2c1
→ i	i	i	i	i	i	i	i	-3.5	i	13.0
> Cc1c(NC(=O)C(C)NCC2CCCO2)c(=O)n(-c2ccccc2)n1C (stereo unspecified)
→ i	i	i	i	i	i	i	i	0.0	i	23.5
> Cc1cc(NCCN2CCOCC2)n2nc(C)c(-c3ccc(Cl)cc3)c2n1
→ i	i	i	i	i	i	i	i	-0.6	i	1.9
> O=C(O)C1C2CCCCC2=C2CCCCC2C1C(=O)O (stereo unspecified)
→ i	i	i	i	i	i	i	i	1.3	i	17.5
> COc1ccc(NC(=O)c2c(NC(=O)CCC(=O)O)sc(-c3ccccc3)c2C)cc1
→ i	i	i	i	i	i	i	i	1.3	i	20.9
> COc1ccc(CN2CCN(C(=O)c3cccc4ccccc34)CC2)cc1OC
→ i	i	i	i	i	i	i	i	-12.3	i	-2.1
> Cc1ccc(C(=O)N/C(=C\c2cn(S(=O)(=O)N(C)C)c3ccccc23)C(=O)NCCCn2ccnc2)cc1
→ i	i	i	i	i	i	i	i	-0.8	i	-2.5
> Cc1ccccc1S(=O)(=O)Cc1ccc(C(=O)NC2CCCCC2)o1
→ i	i	i	i	i	i	i	i	-0.5	i	18.1
> COc1cccc(CC(=O)Nc2nccs2)c1
→ i	i	i	i	.	i	i	i	-0.3	i	19.2
> C=CCS(=O)(=O)N1CCCC(Cc2ccccc2C)(C(=O)OCC)C1 (stereo unspecified)
→ i	i	i	i	i	i	i	i	-42.5	i	25.6
> Cn1c(CNc2ccc(F)cc2)nc2ccccc21
→ i	i	i	i	i	i	i	i	3.1	i	-1.4
> O=C(Nc1ccc(C(=O)NCCCN2CCN(c3ccccc3)CC2)cc1)C1=CSCCO1
→ i	i	i	i	i	i	i	i	-1.1	i	73.4
> Cc1nn(C(C)C(=O)NCCCc2ccccc2)c(=O)c2cc3occc3n12 (stereo unspecified)
→ i	i	i	i	i	i	i	i	-1.6	i	44.4
> Cc1cc(C)c(S(=O)(=O)N(C)CC(N)=O)c(C)c1
→ i	i	i	i	i	i	i	i	-0.3	i	12.4
> O=C1c2oc3ccccc3c(=O)c2C(c2ccc(O)cc2)N1c1nccs1 (stereo unspecified)
→ i	i	i	i	i	i	i	i	-0.1	i	17.1
> CC(C)c1nnc(NC(=O)c2cc3ccccc3o2)s1
→ i	i	i	i	i	i	i	i	2.4	i	9.0
> CC(C(=O)NCC1(c2ccccc2)CCCC1)N1CCCC1 (stereo unspecified)
→ i	i	i	i	i	i	i	i	-0.2	i	4.6
> Cc1ccccc1NC(=S)C1=C(O)c2sccc2N(C)S1(=O)=O
→ i	i	i	i	i	i	i	i	1.9	i	7.6
> CN(CC(=O)Nc1ccc(Cl)c(C(F)(F)F)c1)C(=O)c1cc(=O)[nH]c2ccccc12
→ i	i	i	i	i	i	i	i	0.8	i	15.5
> O=C(CCc1ccc(Oc2cc([N+](=O)[O-])cc([N+](=O)[O-])c2)cc1)Nc1cccc(Cl)c1
→ i	i	i	i	i	i	i	i	-0.6	i	50.0
> CNC(=S)NNC(=O)COc1cccc(C)c1C
→ i	i	i	i	.	i	i	i	-0.1	i	18.4
> O=C(c1ccc(Cl)cc1)c1c[nH]c(C(=O)NNc2cccc(Cl)n2)c1
→ i	i	i	i	i	i	i	i	0.8	i	2.4
> COc1cc(C(=O)NCCC(=O)NC2CCCCCCC2)cc(OC)c1OC
→ i	i	i	i	i	i	i	i	-0.3	i	17.5
> CC1CCN(c2ccccc2NC(=O)c2ccc(N3CCOCC3)c([N+](=O)[O-])c2)CC1
→ i	i	i	i	i	i	i	i	0.3	i	6.5
> Cc1cc(C)cc(OCC(=O)Nc2ccc3c(c2)OCO3)c1
→ i	i	i	i	i	i	i	i	0.2	i	16.9
> Nc1ccc2nc(-c3cccc(-c4nc5ccc(N)cc5[nH]4)c3)[nH]c2c1
→ i	i	i	i	i	i	i	i	2.3	i	10.3
> CCOc1ccccc1N1CC(C(=O)Nc2ccccc2CC)CC1=O (stereo unspecified)
→ i	i	i	i	i	i	i	i	0.1	i	15.2
> Cc1ccc(NS(=O)(=O)c2ccc(Cl)c(C(=O)O)c2)cc1S(=O)(=O)N1CCOCC1
→ i	i	i	i	i	i	i	i	0.2	i	-0.2
> COC(=O)NNC(=O)COc1ccc(Cl)cc1
→ i	i	i	i	i	i	i	i	-0.6	i	41.1
> CCOC(=O)NC1(C(F)(F)F)NC(=O)N(Cc2ccco2)C1=O (stereo unspecified)
→ i	i	i	i	i	i	i	i	0.3	i	8.5
